Source: PubChem BioAssay (several laboratories)
MC4R barr agon: human MC4R agonism via beta-arrestin | P32245 | activation, % at 8.9 µM | hit rate 0.98% among 360,000 | U2OS MC4R beta-arrestin complementation, luminescence; percent of melanotan II response, DMSO zero;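 active = activation above a per-plate cutoff, the mean activation of sample wells on that plate plus 3 SD, cut at about 8% in these data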
Target sequence (P32245 whole entry, looked up): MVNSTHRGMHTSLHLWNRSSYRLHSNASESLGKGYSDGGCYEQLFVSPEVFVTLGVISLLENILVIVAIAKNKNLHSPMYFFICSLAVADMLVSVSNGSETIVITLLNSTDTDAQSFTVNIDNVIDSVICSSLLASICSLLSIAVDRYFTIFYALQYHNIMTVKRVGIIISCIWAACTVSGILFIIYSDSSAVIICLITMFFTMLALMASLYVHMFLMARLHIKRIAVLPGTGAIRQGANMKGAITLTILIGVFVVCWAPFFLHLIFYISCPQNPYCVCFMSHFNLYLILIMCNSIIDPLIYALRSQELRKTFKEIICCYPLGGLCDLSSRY
MC4R antag cAMP: blocks human MC4R cAMP signaling; P32245; MC4R-expressing cells, MTII-stimulated cAMP, LANCE TR-FRET; inhibition, % at 6.5 µM; hit rate 0.48% among 360,000;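 active = inhibition above its plate's cutoff, the mean of tested wells on that plate plus 3 SD, cut at about 29% in these data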;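 note: 0% = Melanotan II alone and 100% = Melanotan II plus saturating MCL0020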
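System: U2OS-MC4R stable cell line; Technique: Eu-cAMP/anti-cAMP TR-FRET, emission 671 nm; Repeats: single well per compound; Also added: Melanotan II; Dosing: one concentration, 6.5 µM nominal; Schedule: 30-min compound, 1-h challenge, 1-h detection, room temperature.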
Glyco luc inh: N-linked glycosylation inhibition | reporter increase, % at 12.5 µM | hit rate 0.23% among 360,000 | D54 ERlucT glycosylation luciferase reporter, 24 h; percent of 100 nM tunicamycin response;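 active = mean luciferase reporter signal, scaled so untreated is 0 and the glycosylation-blocking control 100, at or above a set limit in every replicate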;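 note: luciferase carries N-glycosylation sites so blocking glycosylation raises the light; 0% = median of neutral control wells and 100% = median of 100 nM tunicamycin wells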
ABCB6 inh MLPCN: human ABCB6 transporter inhibition | K562-ABCB6 porphyrin accumulation, flow cytometry, 1 h; active compounds read low | fluorescence ratio to DMSO, % at 10 µM | hit rate 0.19% among 360,000 | AID 602162;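 active = fluorescence ratio to DMSO below 75%, the collection mean minus 3 SD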;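 note: signal is porphyrin accumulated inside mitochondria; 100% equals median channel fluorescence of DMSO control wells; lower ratio means ABCB6 inhibition with less porphyrin fluorescence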
ABHD5-PLIN5 inh: blocks binding of human ABHD5 to perilipin-5; Q00G26+Q8WTS1; Split G. princeps luciferase complementation, luminescence, 4 h; inhibition, % at 4 µM; hit rate 0.78% among 360,000; AID 602281;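 active = inhibition above the mean inhibition across every tested compound plus 3 SD, cut at about 22% in these data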;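 note: 0% = DMSO only wells and the 100% control is not disclosed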
hiPSC survival: hiPSC single-cell survival enhancement; hit rate 0.044% among 360,000; ATPlite luminescence; 100% = ROCK inhibitor wells, 0% = DMSO; survival enhancement, % at 20 µM; in the data active = survival enhancement above about 18%;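 note: cells exposed to compounds for 16 hours before the ATP read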
aDG glyco act: increases alpha dystroglycan glycosylation. Pro5-aDG cells, alpha-DG glycosylation AlphaScreen (IIH6); 0% Pro5, 100% B10-LARGE cell signal. activation, % at 10 µM. hit rate 0.22% among 360,000. AID 624168;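 active = activation of at least 8% versus controls, or a plate z-score of at least 8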;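 note: Pro5 are CHO cells carrying HIG-tagged alpha-DG that lacks glycosylation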
m5-HT2A agonist: activates the mouse 5-HT2A serotonin receptor | P35363 | hit rate 0.66% among 360,000 | activation, % at 7.6 µM | CHO-K1 mHTR2A beta-arrestin complementation, luminescence; percent of 30 µM serotonin response;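 active = activation above a run cutoff, the mean activation of all tested compounds plus 3 SD, cut at about 14% in these data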;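 note: 0% = plate median of compound wells and 100% = 30 µM serotonin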
Target sequence (P35363 whole entry, looked up): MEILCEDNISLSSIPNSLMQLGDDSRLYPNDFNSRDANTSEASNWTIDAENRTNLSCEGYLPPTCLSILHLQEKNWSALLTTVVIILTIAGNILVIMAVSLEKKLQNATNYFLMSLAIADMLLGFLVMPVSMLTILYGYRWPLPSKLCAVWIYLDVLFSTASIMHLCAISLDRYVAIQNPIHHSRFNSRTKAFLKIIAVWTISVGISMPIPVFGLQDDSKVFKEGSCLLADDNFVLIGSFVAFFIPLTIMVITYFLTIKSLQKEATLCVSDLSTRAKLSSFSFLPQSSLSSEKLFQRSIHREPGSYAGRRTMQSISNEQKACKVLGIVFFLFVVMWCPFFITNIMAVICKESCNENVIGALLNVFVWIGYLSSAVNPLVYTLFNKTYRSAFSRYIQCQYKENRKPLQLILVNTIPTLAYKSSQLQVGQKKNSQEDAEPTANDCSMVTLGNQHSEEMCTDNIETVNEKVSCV
H9c2 protect: modulators protecting cardiomyocytes from myocardial damage. hit rate 0.63% among 360,000. protection from H2O2 cell death, % at 20 µM. H9c2 cardiomyocytes, H2O2 injury protection, ATPLite, 2 h;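 active = compounds giving at least 50% protection of heart cells from peroxide-induced death in the single-dose screen, raw or plate-pattern-corrected value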;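 note: 0% = DMSO wells with peroxide and 100% = DMSO wells without peroxide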
Granule exo inh: blocks lytic granule exocytosis; TALL-104 LAMP-1 surface exposure, flow cytometry; cells stimulated with thapsigargin and PMA; inhibition, % at 10 µM; hit rate 0.66% among 360,000; AID 651702;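 active = inhibition above about 55%, limit read from the data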
Starred values were filed as active, the others as inactive.

What do the screens show for `COc1ccc(C(=O)O/N=C(\C)c2cnccn2)cc1`?
MC4R barr agon: -2.3; MC4R antag cAMP: -8; Glyco luc inh: -1; ABCB6 inh MLPCN: 103; ABHD5-PLIN5 inh: 14; hiPSC survival: 0.1; aDG glyco act: 0.0; m5-HT2A agonist: -1; H9c2 protect: -3; Granule exo inh: -2

What do the screens show for `CCC/C(O)=C1\C(=O)CC(c2ccccc2)CC1=NC(C)C(=O)O` (stereo not drawn)?
MC4R barr agon: -1.1; MC4R antag cAMP: -4; Glyco luc inh: 2; ABCB6 inh MLPCN: 97; ABHD5-PLIN5 inh: -4; hiPSC survival: -0.3; aDG glyco act: 0.3; m5-HT2A agonist: 0; H9c2 protect: 3; Granule exo inh: -4

Results for CCOc1ncccc1C(=O)NC(C)CCc1ccccc1 (stereo not drawn) ?
MC4R barr agon: -1.2; MC4R antag cAMP: 10; Glyco luc inh: 0; ABCB6 inh MLPCN: 118; ABHD5-PLIN5 inh: 3; hiPSC survival: 0.7; aDG glyco act: 0.0; m5-HT2A agonist: 1; H9c2 protect: 0; Granule exo inh: -2

Results for O=C(CCSCc1ccc(Cl)cc1)NCc1cccs1 ?
MC4R barr agon: -0.2; MC4R antag cAMP: -3; Glyco luc inh: 2; ABCB6 inh MLPCN: 94; ABHD5-PLIN5 inh: -6; hiPSC survival: -0.3; aDG glyco act: -0.1; m5-HT2A agonist: 5; H9c2 protect: 9; Granule exo inh: 0

How did CCOc1ccc(/C=N/NC(=O)c2nnn(-c3nonc3N)c2CN2CCC(C)CC2)cc1 do in these assays?
MC4R barr agon: -1.1; MC4R antag cAMP: -2; Glyco luc inh: 0; ABCB6 inh MLPCN: 94; ABHD5-PLIN5 inh: 10; hiPSC survival: -0.4; aDG glyco act: 0.0; m5-HT2A agonist: 0; H9c2 protect: -13; Granule exo inh: 18

How did CC(=O)c1ccc(NC(=O)Cn2c3ccccc3c3nc(=O)cc(C)n32)cc1 do in these assays?
MC4R barr agon: -2.0; MC4R antag cAMP: 4; Glyco luc inh: 2; ABCB6 inh MLPCN: 97; ABHD5-PLIN5 inh: -2; hiPSC survival: 1.6; aDG glyco act: 0.0; m5-HT2A agonist: 5; H9c2 protect: 3; Granule exo inh: 2

Results for Cc1ccc(S(=O)(=O)N2CCCCCC2)cc1C(=O)Nc1cccnc1 ?
MC4R barr agon: -4.1; MC4R antag cAMP: 5; Glyco luc inh: -2; ABCB6 inh MLPCN: 100; ABHD5-PLIN5 inh: -6; hiPSC survival: 1.5; aDG glyco act: 0.1; m5-HT2A agonist: 2; H9c2 protect: 7; Granule exo inh: -3

How did COc1ccc(C(=O)Nc2ccccc2C(=O)N/N=C/c2ccccn2)cc1OC do in these assays?
MC4R barr agon: -3.0; MC4R antag cAMP: 3; Glyco luc inh: -3; ABCB6 inh MLPCN: 124; ABHD5-PLIN5 inh: 4; hiPSC survival: -0.6; aDG glyco act: -0.2; m5-HT2A agonist: 4; H9c2 protect: -16; Granule exo inh: 21

What do the screens show for `CCN(CC(=O)Nc1ccc(S(=O)(=O)N2CCCCC2)cc1)Cc1ccccc1`?
MC4R barr agon: 0.9; MC4R antag cAMP: 4; Glyco luc inh: -5; ABCB6 inh MLPCN: 94; ABHD5-PLIN5 inh: -6; hiPSC survival: 0.2; aDG glyco act: -0.3; m5-HT2A agonist: -6; H9c2 protect: -7; Granule exo inh: 0

Results for COc1ccc(C/C(=N\OC(C)=O)c2ccc(OC)cc2)cc1 ?
MC4R barr agon: -0.5; MC4R antag cAMP: -3; Glyco luc inh: -3; ABCB6 inh MLPCN: 97; ABHD5-PLIN5 inh: -1; hiPSC survival: -0.7; aDG glyco act: 0.1; m5-HT2A agonist: -1; H9c2 protect: -6; Granule exo inh: 5

What do the screens show for `COc1cc(CNn2c(C)n[nH]c2=S)cc(Cl)c1OCc1ccc(F)cc1`?
MC4R barr agon: 2.4; MC4R antag cAMP: 13; Glyco luc inh: 1; ABCB6 inh MLPCN: 96; ABHD5-PLIN5 inh: -12; hiPSC survival: 3.2; aDG glyco act: 0.0; m5-HT2A agonist: 2; H9c2 protect: -1; Granule exo inh: 3

What do the screens show for `CCCCc1[nH]nc2c1C1(C(=O)N(CC)c3ccccc31)C(C#N)=C(N)O2` (stereo not drawn)?
MC4R barr agon: 1.3; MC4R antag cAMP: 4; Glyco luc inh: 0; ABCB6 inh MLPCN: 96; ABHD5-PLIN5 inh: 5; hiPSC survival: 3.3; aDG glyco act: 0.1; m5-HT2A agonist: 1; H9c2 protect: 2; Granule exo inh: -3

Results for COC(=O)c1sc(NC(=O)CSc2nnc(C(C)C)n2C)nc1C ?
MC4R barr agon: -0.5; MC4R antag cAMP: 5; Glyco luc inh: 5; ABCB6 inh MLPCN: 114; ABHD5-PLIN5 inh: 2; hiPSC survival: -0.5; aDG glyco act: 0.0; m5-HT2A agonist: -1; H9c2 protect: 0; Granule exo inh: 0

How did CCOC(=O)N1CCC(NC(=O)CNS(=O)(=O)c2ccc(Br)s2)CC1 do in these assays?
MC4R barr agon: -2.1; MC4R antag cAMP: -1; Glyco luc inh: 5; ABCB6 inh MLPCN: 102; ABHD5-PLIN5 inh: 3; hiPSC survival: -1.8; aDG glyco act: -0.1; m5-HT2A agonist: 1; H9c2 protect: -1; Granule exo inh: -2

How did COc1cc(/C=C/C(=O)Nc2nnc(CC(C)(C)C)s2)cc(OC)c1OC do in these assays?
MC4R barr agon: 0.9; MC4R antag cAMP: 9; Glyco luc inh: -3; ABCB6 inh MLPCN: 103; ABHD5-PLIN5 inh: -2; hiPSC survival: 6.0; aDG glyco act: 0.0; m5-HT2A agonist: 1; H9c2 protect: -4; Granule exo inh: -2

Results for COCCn1nnnc1C(c1ccc2ncccc2c1)N1CCN(c2ccccc2F)CC1 (stereo not drawn) ?
MC4R barr agon: -1.8; MC4R antag cAMP: 4; Glyco luc inh: 1; ABCB6 inh MLPCN: 96; ABHD5-PLIN5 inh: -2; hiPSC survival: 1.0; aDG glyco act: 0.5; m5-HT2A agonist: -5; H9c2 protect: 6; Granule exo inh: -4

What do the screens show for `Cc1ccc(-c2cc(C(=O)OCC(=O)NC3CC3)c3ccccc3n2)cc1`?
MC4R barr agon: -1.6; MC4R antag cAMP: 2; Glyco luc inh: 2; ABCB6 inh MLPCN: 96; ABHD5-PLIN5 inh: -8; hiPSC survival: 0.0; aDG glyco act: 0.1; m5-HT2A agonist: -1; H9c2 protect: -7; Granule exo inh: -1

What do the screens show for `Cc1ccc2c(c1)[C@H]1[C@H](CO2)[C@H](c2ccccc2)[C@]2(C)C(=O)Nc3cc(F)c(F)cc3C(=O)N12`?
MC4R barr agon: 0.7; MC4R antag cAMP: 11; Glyco luc inh: 11; ABCB6 inh MLPCN: 102; ABHD5-PLIN5 inh: -9; hiPSC survival: -1.9; aDG glyco act: 0.4; m5-HT2A agonist: -2; H9c2 protect: -6; Granule exo inh: -10

How did O=C(CCN1C(=O)c2ccccc2C1=O)C1=NN[C@@H]2C(=O)N(c3ccc4c(c3)OCO4)C(=O)[C@H]12 do in these assays?
MC4R barr agon: -0.5; MC4R antag cAMP: 4; Glyco luc inh: 1; ABCB6 inh MLPCN: 98; ABHD5-PLIN5 inh: 2; hiPSC survival: -0.4; aDG glyco act: 0.6; m5-HT2A agonist: 4; H9c2 protect: 3; Granule exo inh: 1

Results for CNc1ccc(/C=C2\COc3ccccc3C2=O)cc1[N+](=O)[O-] ?
MC4R barr agon: -2.2; MC4R antag cAMP: -2; Glyco luc inh: 1; ABCB6 inh MLPCN: 101; ABHD5-PLIN5 inh: 3; hiPSC survival: -5.3; aDG glyco act: -0.4; m5-HT2A agonist: 4; H9c2 protect: 19; Granule exo inh: 1

Results for CCCNC(=O)C(Cc1ccc(I)cc1)NC(=O)C1CC1 (stereo not drawn) ?
MC4R barr agon: -1.5; MC4R antag cAMP: 3; Glyco luc inh: -1; ABCB6 inh MLPCN: 96; ABHD5-PLIN5 inh: -3; hiPSC survival: 0.2; aDG glyco act: 0.0; m5-HT2A agonist: 1; H9c2 protect: 8; Granule exo inh: 4

Results for CCOc1ccc(S(=O)(=O)Nc2ccc(C(=O)NCC(c3ccccc3)N(C)C)cc2)cc1 (stereo not drawn) ?
MC4R barr agon: -4.6; MC4R antag cAMP: 2; Glyco luc inh: -2; ABCB6 inh MLPCN: 97; ABHD5-PLIN5 inh: 1; hiPSC survival: -0.1; aDG glyco act: -0.1; m5-HT2A agonist: -10; H9c2 protect: 1; Granule exo inh: 13

Results for O=C(Nc1ccc(S(=O)(=O)N2CCCCC2)cc1)c1ccncc1 ?
MC4R barr agon: -1.5; MC4R antag cAMP: 1; Glyco luc inh: -4; ABCB6 inh MLPCN: 83; ABHD5-PLIN5 inh: 0; hiPSC survival: 5.6; aDG glyco act: 0.2; m5-HT2A agonist: -1; H9c2 protect: -10; Granule exo inh: 2

What do the screens show for `O=C(Nc1nc(=O)c2ccccc2s1)c1ccccc1`?
MC4R barr agon: 0.3; MC4R antag cAMP: 2; Glyco luc inh: 1; ABCB6 inh MLPCN: 87; ABHD5-PLIN5 inh: 11; hiPSC survival: -0.6; aDG glyco act: 0.9; m5-HT2A agonist: 8; H9c2 protect: -11; Granule exo inh: 10

What do the screens show for `CCOC(=O)C1CCCCN1C(=O)CCc1c(C)nc2cc(-c3ccccc3)nn2c1C` (stereo not drawn)?
MC4R barr agon: -1.4; MC4R antag cAMP: 15; Glyco luc inh: -5; ABCB6 inh MLPCN: 99; ABHD5-PLIN5 inh: 4; hiPSC survival: -3.6; aDG glyco act: 0.0; m5-HT2A agonist: 1; H9c2 protect: 4; Granule exo inh: -7

What do the screens show for `CC[C@@H]1CC=C[C@H]2[C@H]1C(=O)N(Cc1ccccc1)[C@H]2c1ccc(OC)c(Cl)c1`?
MC4R barr agon: 1.5; MC4R antag cAMP: 7; Glyco luc inh: -1; ABCB6 inh MLPCN: 100; ABHD5-PLIN5 inh: 1; hiPSC survival: 4.8; aDG glyco act: 0.1; m5-HT2A agonist: -1; H9c2 protect: -7; Granule exo inh: -4

How did COc1ccc(/C=C/C(=O)NC(=S)Nc2ccccc2)cc1OC do in these assays?
MC4R barr agon: 9.1*; MC4R antag cAMP: 16; Glyco luc inh: -2; ABCB6 inh MLPCN: 100; ABHD5-PLIN5 inh: -5; hiPSC survival: 0.3; aDG glyco act: 0.1; m5-HT2A agonist: 5; H9c2 protect: -2; Granule exo inh: -9

What do the screens show for `COc1ccc(C2CC23N=C(c2ccccc2)OC3=O)cc1` (stereo not drawn)?
MC4R barr agon: -2.1; MC4R antag cAMP: 4; Glyco luc inh: 5; ABCB6 inh MLPCN: 96; ABHD5-PLIN5 inh: 0; hiPSC survival: 1.5; aDG glyco act: -0.2; m5-HT2A agonist: 2; H9c2 protect: 5; Granule exo inh: 5

No enrichment for hits; any-hit rate near 4.5%.
